Pol beta inh: DNA polymerase beta (human) inhibition. Potency, µM (series often up to 114 µM), without a hit: top-dose activity change, negative = inhibition, hits mostly inhibitors. P06746. Pol beta primer extension/strand displacement, fluorescence kinetic. actives 1.3% (n = 340,000). AID 485314; further: on the % scale 0 is the no-effect control and ±100 the full control effect
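Homogeneous kinetic assay of primer extension and strand displacement by 10 nM Pol beta, preincubated 15 min at room temperature with compound before 50 nM substrate (final) was added. Read at 0 and 10 min; four-parameter Hill fit.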
Pol iota inh: inhibitors of human DNA polymerase iota | Potency, µM (series often up to 115 µM), for inactives: top-dose activity, negative = inhibition, most hits filed as inhibitors | actives 1% (n = 390,000) | AID 588590 | Pol iota fluorescent replication assay, 10 min | Q9UNA4
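Fluorescent replication assay read twice, at 0 min and 10 min after adding 50 nM (final) substrate. Enzyme (10 nM) and compounds were first incubated 15 min at room temperature; enzyme-free buffer wells were negative controls.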
Pol kappa inh: inhibitors of human DNA polymerase kappa | Q9UBT6 | purified Pol kappa, fluorescent DNA synthesis assay, 10 min | Potency, µM (series often up to 107 µM), inactives show at the highest dose activity, negative = inhibition, usual class: inhibitors | actives 0.53% (n = 400,000); further: on the % scale 0 is the no-effect control and ±100 the full control effect
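10 nM Pol kappa preincubated 15 min at room temperature with compounds, then reaction started with substrate at 50 nM final. Fluorescence read kinetically at 0 and 10 min; buffer-only wells served as negative control.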
APE1 inh: APE1 (human) endonuclease inhibition | recombinant APE1, TAMRA/BHQ-2 abasic DNA cleavage fluorescence | Potency, µM (highest dose often 65.8 µM), for inactives: at the highest dose activity change, negative = inhibition, hits mostly inhibitors | actives 0.35% (n = 350,000) | AID 2517;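 further: plate controls were vehicle for no effect and reference inhibitor for full effect; nearly all actives have a fitted effect of over 55% in size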
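0.75 nM APE1 + cpd, 15 min RT; start w/ 50 nM TAMRA/BHQ-2 THF-abasic dsDNA; kinetic fluor 525/598 nm ×3 reads @60 s; Δ(read3−read1); normalized to DMSO and NSC13755 control wells.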
BLM helicase inh: blocks DNA unwinding by human BLM helicase; P54132; recombinant BLM DNA unwinding, fluorescence dequenching; actives 0.2% (n = 350,000); Potency, µM (series often up to 56.1 µM), without a hit: top-dose activity change, negative = inhibition, most hits filed as inhibitors;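 further: plate controls were vehicle for no effect and no enzyme for full effect; nearly all actives have a fitted effect of over 35% in size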
G9a inh: inhibitors of human histone lysine methyltransferase G9a | G9a H3K9 monomethylation, AlphaScreen, 2 h | actives 8.8% (n = 350,000) | Potency, µM (top dose mostly 102 µM), without a hit: top-dose activity, negative = inhibition, most hits filed as inhibitors; further: on the % scale 0 is the no-effect control and ±100 the full control effect; nearly all actives have a fitted effect of over 75% in size
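Step 1: enzyme (final 20 nM) with compound, 15 min RT. Step 2: substrate peptide 500 nM and SAM 20 uM, 2 h RT. Step 3: anti-H3K9me1 antibody and AlphaScreen beads, 10 min, then plate read.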
JMJD2A Tudor inh: inhibitors of human JMJD2A Tudor domain; actives 4.4% (n = 390,000); O75164; AlphaScreen JMJD2A-Tudor / H3K4me3 peptide binding; Potency, µM (series often up to 114 µM), for inactives: at the top dose activity change, negative = inhibition, most hits filed as inhibitors; further: on the % scale 0 is the no-effect control and ±100 the full control effect; nearly all actives have a fitted effect of over 50% in size
BAZ2B block: inhibitors of human BAZ2B bromodomain; Q9UIF8; AlphaScreen BAZ2B-H3K14Ac peptide displacement; Potency, µM (doses to about 114 µM), inactives show top-dose activity change, negative = inhibition, hits mostly inhibitors; actives 4.4% (n = 360,000); further: on the % scale 0 is the no-effect control and ±100 the full control effect; nearly all actives have a fitted effect of over 60% in size
Target sequence (Q9UIF8 whole entry, looked up): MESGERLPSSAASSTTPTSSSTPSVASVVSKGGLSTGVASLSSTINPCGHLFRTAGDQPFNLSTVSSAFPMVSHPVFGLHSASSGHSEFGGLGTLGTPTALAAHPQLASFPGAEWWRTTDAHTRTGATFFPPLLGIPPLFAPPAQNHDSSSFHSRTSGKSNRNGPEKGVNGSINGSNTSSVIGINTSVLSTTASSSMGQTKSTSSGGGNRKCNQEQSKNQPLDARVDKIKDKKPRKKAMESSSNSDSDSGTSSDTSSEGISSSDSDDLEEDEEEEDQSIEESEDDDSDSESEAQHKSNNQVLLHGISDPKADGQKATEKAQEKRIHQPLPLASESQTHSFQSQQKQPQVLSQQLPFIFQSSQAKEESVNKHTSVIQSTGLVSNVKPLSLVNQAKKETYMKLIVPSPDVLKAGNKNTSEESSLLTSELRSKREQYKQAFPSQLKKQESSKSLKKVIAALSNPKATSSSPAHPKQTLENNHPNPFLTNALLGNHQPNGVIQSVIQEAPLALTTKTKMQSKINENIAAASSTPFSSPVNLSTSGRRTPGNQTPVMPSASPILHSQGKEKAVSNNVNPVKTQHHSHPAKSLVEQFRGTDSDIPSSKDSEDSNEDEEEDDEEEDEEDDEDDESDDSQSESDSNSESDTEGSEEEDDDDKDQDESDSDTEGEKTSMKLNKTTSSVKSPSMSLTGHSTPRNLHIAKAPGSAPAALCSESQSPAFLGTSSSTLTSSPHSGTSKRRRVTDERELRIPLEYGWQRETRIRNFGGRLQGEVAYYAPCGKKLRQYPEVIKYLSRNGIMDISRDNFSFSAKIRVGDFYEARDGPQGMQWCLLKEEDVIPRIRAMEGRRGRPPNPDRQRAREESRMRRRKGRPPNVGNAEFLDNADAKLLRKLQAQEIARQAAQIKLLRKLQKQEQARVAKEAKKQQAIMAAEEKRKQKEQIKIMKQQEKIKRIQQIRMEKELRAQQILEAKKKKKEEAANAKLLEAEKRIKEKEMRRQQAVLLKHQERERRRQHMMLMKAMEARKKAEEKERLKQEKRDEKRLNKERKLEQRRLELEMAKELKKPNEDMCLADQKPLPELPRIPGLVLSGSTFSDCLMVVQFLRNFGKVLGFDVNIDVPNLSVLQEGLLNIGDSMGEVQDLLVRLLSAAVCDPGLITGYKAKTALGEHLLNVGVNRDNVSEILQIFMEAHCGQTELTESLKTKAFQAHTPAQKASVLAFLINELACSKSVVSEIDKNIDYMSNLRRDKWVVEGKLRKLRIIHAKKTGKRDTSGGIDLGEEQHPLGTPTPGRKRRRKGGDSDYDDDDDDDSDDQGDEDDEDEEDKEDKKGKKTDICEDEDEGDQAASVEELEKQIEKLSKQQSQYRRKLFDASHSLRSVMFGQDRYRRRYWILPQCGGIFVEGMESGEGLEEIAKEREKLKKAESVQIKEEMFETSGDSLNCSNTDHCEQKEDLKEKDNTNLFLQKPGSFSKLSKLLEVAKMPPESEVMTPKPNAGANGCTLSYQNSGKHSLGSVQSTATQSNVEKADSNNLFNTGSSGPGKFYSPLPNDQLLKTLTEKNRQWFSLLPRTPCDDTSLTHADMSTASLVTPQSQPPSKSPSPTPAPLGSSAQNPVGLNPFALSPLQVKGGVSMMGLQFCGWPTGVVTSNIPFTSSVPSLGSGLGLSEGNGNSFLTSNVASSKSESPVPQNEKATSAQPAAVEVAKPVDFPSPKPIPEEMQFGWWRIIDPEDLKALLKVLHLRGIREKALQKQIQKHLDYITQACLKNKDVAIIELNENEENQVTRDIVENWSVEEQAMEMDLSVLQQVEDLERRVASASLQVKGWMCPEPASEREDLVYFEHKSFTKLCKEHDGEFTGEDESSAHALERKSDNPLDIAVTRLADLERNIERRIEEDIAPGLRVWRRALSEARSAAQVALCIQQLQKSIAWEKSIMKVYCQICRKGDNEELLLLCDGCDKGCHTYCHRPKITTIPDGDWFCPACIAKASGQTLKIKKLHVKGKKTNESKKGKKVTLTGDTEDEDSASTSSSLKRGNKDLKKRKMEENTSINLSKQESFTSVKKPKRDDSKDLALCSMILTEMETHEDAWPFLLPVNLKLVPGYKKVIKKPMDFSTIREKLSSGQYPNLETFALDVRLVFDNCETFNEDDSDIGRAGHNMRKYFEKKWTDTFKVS
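Multi-concentration screen (max 110 uM) measuring displacement of acetylated histone H3 peptide from BAZ2B by AlphaScreen, using 50 nM protein, 50 nM peptide and 10 ug/mL streptavidin donor plus Ni-chelate acceptor beads.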
POLH inh: blocks human DNA polymerase eta activity | Q9Y253 | recombinant Pol eta, fluorescent DNA replication assay | Potency, µM (top dose mostly 114 µM), inactives show at the top dose activity change, negative = inhibition, usual class: inhibitors | actives 1.2% (n = 390,000) | AID 588591; further: on the % scale 0 is the no-effect control and ±100 the full control effect
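Fluorescent replication assay: 50 nM final substrate added after a 15 min room-temperature compound preincubation with 10 nM enzyme. Signal taken at 0 min and again at 10 min.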
An asterisk follows results filed as active; ? = inconclusive; . = not tested or not shown; & = joins results of further samples; [ ] = another dose, or the depositor's remark. The call rests on the fitted dose curve; in most records, active means well fitted curve in the direction sought with a large enough effect; inconclusive means small, poorly fitted or top-dose-only effect, or another doubt; inactive means no such curve, though single readings can be large; an effect the other way counts as inactive or inconclusive. Potency means the concentration at half of the fitted maximal effect.

entry	structure	Pol beta inh	Pol iota inh	Pol kappa inh	APE1 inh	BLM helicase inh	G9a inh	JMJD2A Tudor inh	BAZ2B block	POLH inh
1	Cc1ccc2c(c1)N(S(=O)(=O)c1ccc(CN3C(=O)c4cccnc4C3=O)cc1)CCO2	16%	52%[activator]	-5%	-10%	-6%	.	-11%	?	-21%
2	COc1cc2c(=O)c(C(=O)c3ccc(C)c(C)c3)cn(Cc3ccccc3F)c2cc1OC	-10%	26%	0%	.	1%	-18%[59 µM]	-24%	4%	-15%
3	O=C(NC1CC1)C1CCN(C(=O)c2ccc(Cl)cc2)CC1	15%	55%[activator]	8%	2%	-1%	7%	-13%	1%	-21%
4	Cc1nc2ccc(F)cc2cc1C(=O)Nc1cccc(Cl)c1C	11%	-12%	-7%	-1%	-9%	-10%[59 µM]	1%	2%	-5%
5	CC1CCCCC1NC(=O)CCNS(=O)(=O)c1cc(Br)cnc1N (stereo not given)	3%	-10%	13%	-11%	-1%	.	-2%	-5%	-5%
6	O=C(N=C1SC2CS(=O)(=O)CC2N1c1ccc(Br)cc1Cl)C1CC1 (stereo not given)	4%	-24%	-2%	11%	-2%	13%	3%	-15%	-9%
7	O=C(OCC(=O)N1CCCC1=O)C1CCN(S(=O)(=O)c2ccc(Cl)c(C(F)(F)F)c2)CC1	.	-4%	12%	-2%	.	1%[12.7 µM]	4%	-4%	-8%
8	c1ccc(SCCOCCN2CCc3ccccc3C2)cc1	14%	-10%	-5%	-4%	2%	-6%[59 µM]	-11%	-16%	-7%
9	c1ccc(CCn2nnnc2C(c2cccnc2)N2CCN(c3ccccc3)CC2)cc1 (stereo not given)	25%	8%	-5%	12%	-7%	?	-35%	-5%	2%
10	COC(=O)C1=C(C(=O)OC)[C@@H]2N(Cc3ccccc3)c3ccccc3[C@@]23C[C@@H](C(=O)OC)N(C(=O)c2ccc(Br)cc2)C3=N1	0%	31%	3%	9%	-6%	?	-21%	-32%	-4%
11	O=c1cc(C(F)(F)F)[nH]c(=O)n1C1CCCCC1	6%	14%	7%	2%	-1%	?	-12%	-36%	6%
12	Cc1cc(NC(=O)CSc2nnnn2-c2cc(Cl)ccc2C)no1	20%	16%	6%	25%	-4%	15%	-7%	5%	-6%
13	CCN(C(=O)COC(=O)c1cc(-c2ccc3cc(OC)ccc3c2)nc2ccccc12)C1CCS(=O)(=O)C1 (stereo not given)	4%	.	.	21%	-14%	48%[59 µM]	.	21%	.
14	CC(C)(C)NCc1ccccc1OCc1cccs1	14%	?	-6%	0%	2%	?	-10%	0%	-5%
15	CS(=O)(=O)N(CCC#N)Cc1ccc(C=O)o1	44%	24%	-6%	-1%	-1%	-2%	-7%	-2%	-22%
16	O=C(O)c1cccc(NS(=O)(=O)c2cc(S(=O)(=O)c3ccc(Cl)cc3)ccc2Cl)c1	-2%	10%	-10%	16%	0%	.	-14%	-17%	-3%
17	CCc1cc(=O)oc2cc(C)cc(OCC(=O)NCCCn3ccnc3)c12	19%	29%	14%	42%	-10%	8%	-14%	-15%[57.1 µM]	-10%
18	O=C(Cc1cccs1)Nc1nc(-c2cccnc2)cs1	?	?	-28%	-7%	-18%	-34%	-10%	-16%	?
19	CCCn1ncc(CN2CCC(CO)(CC3CCCCO3)CC2)c1C (stereo not given)	19%	22%	6%	0%	0%	.	-11%	1%	-18%
20	CCOC(=O)c1c(NC(=O)CSc2nnc(-c3ccncc3)n2Cc2ccco2)sc(C(C)=O)c1C	.	-2%	1%	.	.	.	-14%	.	-8%
21	Cc1noc(C)c1S(=O)(=O)Nc1ccc(C(=O)Nc2ccc(OC(F)(F)F)cc2)cc1	33%	11%	4%	15%	-9%	6%	-13%	2%	-17%
22	CCc1nc(SCC(=O)NCCc2ccccc2)c2oc3ccccc3c2n1	16%	25%	-7%	4%	1%	.	-16%	8%	0%
23	COc1cc(C(=O)Nc2ccc3c(c2)CCN3C(C)=O)cc(OC)c1OC	14%	59%[activator]	-7%	9%	0%	10%	-5%	-15%	-17%
24	COc1ccc(-c2sc3ccccc3c2/C=C/c2ccc(OC)c(OC)c2)cc1	.	-9%	-15%	13%	.	.	7%	.	-12%
25	Cc1cc(=O)[nH]c(Nc2ccc(N(C)C)cc2)n1	17%	16%	-2%	-1%	-1%	?	-11%	-33%	-19%

Given with values under each structure: two of the compounds above
Fields: Pol beta inh, Pol iota inh, Pol kappa inh, APE1 inh, BLM helicase inh, G9a inh, JMJD2A Tudor inh, BAZ2B block, POLH inh
#8 c1ccc(SCCOCCN2CCc3ccccc3C2)cc1
    14%, -10%, -5%, -4%, 2%, -6%[59 µM], -11%, -16%, -7%
#9 c1ccc(CCn2nnnc2C(c2cccnc2)N2CCN(c3ccccc3)CC2)cc1 (stereo not given)
    25%, 8%, -5%, 12%, -7%, ?, -35%, -5%, 2%

(further entries)
entry	structure	Pol beta inh	Pol iota inh	Pol kappa inh	APE1 inh	BLM helicase inh	G9a inh	JMJD2A Tudor inh	BAZ2B block	POLH inh
26	Cc1ccc(S(=O)(=O)NCCC(=O)Nc2cc(S(=O)(=O)N(C)C)ccc2C)cc1C	12%	15%	6%	30%	-11%	6%	-8%	-33%	-11%
27	COc1ccc(-c2cc3ccc(O)c(CN4CCCCC4C)c3oc2=O)cc1OC (stereo not given)	4%	6%	-3%[60.1 µM]	.	1%	1%[59 µM]	5%	16%	2%
28	Cc1cccc(S(=O)(=O)Nc2cccc3c2C(=O)c2ccccc2-3)c1	-12%	19%	-13%	-11%	-4%	-18%[59 µM]	-17%	3%	-21%
29	COc1ccc(C(=O)Nc2ccccc2C(=O)N/N=C/c2ccccc2OC)cc1	17%	-5%	-16%	-5%	-5%	14%[0.501 µM]	-4%[57.1 µM]	4%	-8%
30	Cc1nc2ccccc2n1CCc1nc2c3ccccc3nc(SCc3ccccc3F)n2n1	2%	29%	-3%[60.1 µM]	.	0%	1%[59 µM]	-15%	0%	-8%
31	CCc1nnc(NC(=O)CSc2nc(C)cc(C)c2C#N)s1	67%[activator]	-8%	5%	-7%	-6%	3%	7%	-6%	-16%
32	Cc1c(N2C(=O)/C(=C3/C(=O)N(C)c4ccccc43)SC2=S)c(=O)n(-c2ccccc2)n1C	-9%	-27%	0%	4%	-1%	?	-4%	3%	-8%
33	COc1ccc(CCNC[C@@H](O)c2ccc(O)cc2)cc1OC	0%[57.1 µM]	0%[58.9 µM]	7%[19.4 µM]	.	-3%	-36%[2.33 µM]	.	.	-4%[57.1 µM]
34	Cn1c(=O)c2c(ncn2CC(=O)Nc2ccc(N3CCOCC3)cc2)n(C)c1=O	-2%	19%	-1%	4%	1%	-25%[59 µM]	-20%	-2%	17%
35	O=C(CCS(=O)(=O)c1ccccc1)Nc1nc(-c2cccs2)cs1	5%	6%	10%	-1%	-5%	50µM*	-10%	-28%	-2%
36	O=C(NCCc1ccc2c(c1)OCCO2)c1cccc(S(=O)(=O)N2CCCC2)c1	.	8%	-4%	6%	.	?	-15%	6%	-18%
37	CN1C[C@@H]2C(c3ccccc3)C3(c4ccccc4)CC2(C3)[C@H]1c1ccccc1 (stereo not given in full)	3%	3%	-15%	1%&-3%	5%&-2%	-9%[59 µM]	?	-17%	-15%
38	O=C(c1ccccc1[N+](=O)[O-])N1CCN(c2ccc(N3CCOCC3)nn2)CC1	.	0%	0%	-1%	.	-8%	-10%	-5%	-11%
39	CN(C)N1C(N)=C(C#N)C(c2ccc(F)cc2)C2=C1CC(C)(C)CC2=O (stereo not given)	50%	-3%	-7%	-2%	0%	76%[activator]	-3%	2%	-12%
40	CN(C)Cc1nc2ccccc2c(=O)n1Cc1nc(-c2cc3ccccc3o2)cs1	22%	3%	-3%	-6%	-4%	?	50µM*	?	1%
41	CC1=CC(C)(C)N(C(=O)c2ccccc2)c2ccccc21	45%	26%	-1%	4%	-7%	-2%[59 µM]	14%	14%	-17%
42	COC(=O)CSc1nc2ccc(C)cc2cc1C#N	-15%	8%	-8%	2%	-3%	-6%[59 µM]	7%	5%	7%
43	CCOC(=O)c1ccc2c(c1)NCc1cccc(OC)c1O2	-7%	-3%	-2%	0%	-8%	13%	-15%	-16%	-8%
44	O=C(CSc1ccccn1)c1ccc(F)cc1	13%	37%[activator]	-1%	6%	-5%	?	-15%	10%	-4%

Record cards, from the list above. Order of values: Pol beta inh | Pol iota inh | Pol kappa inh | APE1 inh | BLM helicase inh | G9a inh | JMJD2A Tudor inh | BAZ2B block | POLH inh
`Cc1c(N2C(=O)/C(=C3/C(=O)N(C)c4ccccc43)SC2=S)c(=O)n(-c2ccccc2)n1C` is entered as -9% | -27% | 0% | 4% | -1% | ? | -4% | 3% | -8%
`O=C(c1ccccc1[N+](=O)[O-])N1CCN(c2ccc(N3CCOCC3)nn2)CC1` is entered as . | 0% | 0% | -1% | . | -8% | -10% | -5% | -11%
`Cn1c(=O)c2c(ncn2CC(=O)Nc2ccc(N3CCOCC3)cc2)n(C)c1=O` is entered as -2% | 19% | -1% | 4% | 1% | -25%[59 µM] | -20% | -2% | 17%

Not all compounds are listed; count on the stated rates, not on these rows.
